CHT inh: inhibitors of human choline transporter CHT. CHT-expressing cells, membrane potential dye, choline response; hits give low values. B-score at 10 µM. AID 488975. hit rate 0.86% among 310,000. Q9GZV3;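 active = B-score over 3 SD under the library average, and starting fluorescence ratio not unusually high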;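 note: choline stimulus applied at its EC90 after an EC20 pre-addition; B-score computed on integrated fluorescence ratio after choline addition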
Kir21 block: inhibitors of mouse Kir2.1 inward-rectifier potassium channel. B-score at 10 µM. HEK293-Kir2.1, FluxOR thallium flux fluorescence; hits give low values. AID 1672. hit rate 0.85% among 310,000. P35561;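 active = fluorescence ratio B-score at or below minus 3 SD of library scores, with starting-brightness B-score within 2 SD, cut at about -4.2 in these data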;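 note: channel flux triggered by added potassium and thallium sulfate stimulus; B-score of peak minus minimum fluorescence over baseline after thallium stimulus; more negative B-score means stronger Kir2.1 block with less thallium influx; some compounds called inactive have numbers as strong as hits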
KCNQ2 block: KCNQ2 potassium channel inhibitors, primary screen, cell-based, CHO-K1, FluxOR thallium flux, B-score (AID 2156); 20 min; hits give low values; B-score at 10 µM; hit rate 1.1% among 310,000;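 active = fluorescence ratio B-score at most minus 3 library SDs, with starting brightness B-score within 2 library SDs, cut at about -5.5 in these data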
Target sequence (O88943 whole entry, looked up): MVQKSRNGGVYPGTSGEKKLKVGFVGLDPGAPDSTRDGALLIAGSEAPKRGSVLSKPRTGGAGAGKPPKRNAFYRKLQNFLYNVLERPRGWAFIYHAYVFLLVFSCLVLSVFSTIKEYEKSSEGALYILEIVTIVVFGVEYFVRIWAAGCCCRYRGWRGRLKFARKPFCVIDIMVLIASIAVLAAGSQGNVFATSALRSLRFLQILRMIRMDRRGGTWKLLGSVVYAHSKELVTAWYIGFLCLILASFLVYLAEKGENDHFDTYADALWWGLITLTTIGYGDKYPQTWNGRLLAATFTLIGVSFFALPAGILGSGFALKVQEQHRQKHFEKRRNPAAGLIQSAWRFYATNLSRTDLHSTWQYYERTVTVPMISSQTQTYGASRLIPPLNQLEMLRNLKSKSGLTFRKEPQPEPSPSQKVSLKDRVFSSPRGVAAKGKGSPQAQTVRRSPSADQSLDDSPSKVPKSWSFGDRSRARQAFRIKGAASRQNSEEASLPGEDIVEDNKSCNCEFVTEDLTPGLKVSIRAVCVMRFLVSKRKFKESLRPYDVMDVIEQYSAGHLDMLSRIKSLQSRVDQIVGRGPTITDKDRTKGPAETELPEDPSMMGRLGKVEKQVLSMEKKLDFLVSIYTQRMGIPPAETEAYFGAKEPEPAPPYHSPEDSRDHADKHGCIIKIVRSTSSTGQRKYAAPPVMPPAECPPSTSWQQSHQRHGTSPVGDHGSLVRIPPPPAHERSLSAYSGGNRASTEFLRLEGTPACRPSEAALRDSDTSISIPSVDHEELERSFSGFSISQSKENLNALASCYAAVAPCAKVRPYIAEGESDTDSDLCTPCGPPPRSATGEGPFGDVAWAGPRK
Starred values were filed as active, the others as inactive; i = inactive; . = no result given. This is a random part of the collection. Share with any hit: about 2.6%.

smiles	CHT inh	Kir21 block	KCNQ2 block
CCCNC(=O)c1ccc(N2CCC3(CC2)CC(c2ccccc2)=NO3)c(NC(=O)c2ccco2)c1	i	0.54	i
COc1ccc(CNC(=O)c2cccc(N3CCCC3=O)c2)cc1	i	0.6	i
CCOCCCNC(=O)CN1C(=O)CSc2ccc(S(=O)(=O)N3CCOCC3)cc21	i	1.12	i
CCn1c(=S)sc2c(=O)n(-c3ccccc3)c(SC)nc21	i	0.19	i
CCSc1nc2c(c(=O)n1CC)SC(C)C2 (stereo not given)	i	0.6	i
Cc1ccc(C)c(OCc2nnc(SCC(=O)NCc3ccc4c(c3)OCO4)o2)c1	i	-1.54	i
CC(=O)Nc1cccc(/C(C)=N/NC(=O)c2ccc(NS(=O)(=O)c3cccs3)cc2)c1	i	-0.18	i
Cc1ccc(NC(=O)Nc2ccc3c(c2)CCC3)cc1C	i	0.29	i
CC1(C)OC2OC(COC(=O)c3ccccc3)C3OC(C)(C)OC3C2O1 (stereo not given)	i	0.91	i
CCC(Oc1ccc(Cl)cc1)C(=O)N1CC(=O)Nc2ccccc21 (stereo not given)	i	0.01	i
O=C(NCc1ccccc1C(F)(F)F)C12CN(Cc3ccccc3)CC1C(c1ccc([N+](=O)[O-])cc1)=NO2 (stereo not given)	i	-1.2	i
Cc1c(NC(=O)COC(=O)C2(c3ccccc3F)CCCC2)c(=O)n(-c2ccccc2)n1C	i	-0.94	i
NC(=O)NC(Cc1ccccc1)C(=O)NCC1(N2CCCCC2)CCCCC1 (stereo not given)	i	-0.9	i
S=c1[nH]c2ccc(Cl)cc2[nH]1	i	1.16	i
O=C(NCCCn1ccnc1)NC(C(F)(F)F)C(F)(F)F	i	0.58	i
Cc1ccc(N2CC(C(N)=O)CC2=O)cc1C (stereo not given)	i	1.11	i
CC(C)[N+](C)(C)CC#CC(O)(c1ccccc1)c1ccccc1	i	-1.13	i
Cc1nn(C)cc1S(=O)(=O)NCc1ccccc1Cl	i	-0.23	i
Cc1ccc(C)c(S(=O)(=O)N2CCN(C(=O)Cn3cnc4c3c(=O)n(C)c(=O)n4C)CC2)c1	i	-1.12	i
Cc1ccc(NC(=O)CSCC(=O)Nc2cccc3ncccc23)cc1	i	-0.8	i
Cc1nn(-c2ccccc2C(F)(F)F)c(=O)c2noc(C)c12	i	0.44	i
CC(=O)N1CCc2c(sc(NC(=O)Cc3ccc(C)cc3C)c2C#N)C1	i	-0.35	i
CCOc1ccc2[nH]c(=O)c(CN(CCO)Cc3nnnn3CCc3ccccc3)cc2c1	i	2.81	i
CCOc1ccc(NC(=O)NCCCn2c(C)nc3cc(C)c(C)cc32)cc1	i	-0.2	i
CCNC(=O)NC(=O)CSc1ccccc1F	i	0.47	i
CCOC(=O)c1c(C)[nH]c(C(=O)Cn2nnc(-c3ccc(Cl)cc3)n2)c1C	i	-0.11	i
Fc1ccc(N2CCN(C(=S)NCc3ccco3)CC2)cc1	i	0.03	i
Cc1ccccc1Cn1nc(C)c(NC(=O)c2cc(-c3ccco3)on2)c1C	i	1.74	i
CN(C)S(=O)(=O)N1CCc2ccc(NC(=O)C3CCCO3)cc2C1 (stereo not given)	.	-0.52	i
CCC(C)NC(=O)CSc1nnc(-c2cc(OC)c(OC)c(OC)c2)c(-c2cc(OC)c(OC)c(OC)c2)n1 (stereo not given)	i	-1.33	i
O=S(=O)(c1cnc(Cl)c(Br)c1)N1CCc2ccccc21	i	-0.11	i
CCc1ccc(N(CC(=O)NC2CC2)S(=O)(=O)c2ccc(C)cc2)cc1	i	2.24	i
COC(=O)COc1ccc(S(=O)(=O)Nc2ccc(C(N)=O)cc2)cc1C	i	-0.67	i
COCCn1ccc2c(OCC(=O)Nc3cccc(NC(C)=O)c3)cccc2c1=O	i	2.32	i
CC(C)(C)c1ccc(S(=O)(=O)NCCc2ccncc2)cc1	i	0	i
N#C/C(=C\c1ccc(-c2cccc([N+](=O)[O-])c2)o1)C(=O)NCCN1CCOCC1	i	1.95	i
CN(C)N1C(N)=C(C#N)C(c2ccccc2)C2=C1CC(C)(C)CC2=O (stereo not given)	i	-0.05	i
Oc1ccc2ccccc2c1CN1CCN(C/C=C/c2ccccc2)CC1	i	1.85	i
CC(C)N1C(=O)c2ccccc2C1C(=O)NCCc1ccccc1 (stereo not given)	i	-0.04	i
COc1cc(CN(C)CC(=O)c2[nH]c(C)c(C(C)=O)c2C)ccc1OC(F)F	i	-0.81	i
Cc1ccc(S(=O)(=O)N(C)CC(=O)N/N=C/c2ccc(C)o2)cc1	i	-0.65	i
CC(=O)Nc1ccc(S(=O)(=O)NCCOc2ccc(Cl)cc2C)cc1	i	-1.35	i
Cn1cc(SCC(=O)NC2CCCCC2)c2ccccc21	i	-1.84	i
CN(c1ccccc1)S(=O)(=O)c1ccc(-c2ccccc2)cc1	i	0.27	i
Cc1sc(NC(=S)NC(=O)c2cccs2)nc1-c1ccc(CC(C)C)cc1	i	-0.06	i
COc1cccc(CNC(=O)CSCc2cnn(-c3ccccc3)c2-n2cccc2)c1	i	-5.79*	i
COc1cccc(NC(=O)c2nc(S(C)(=O)=O)ncc2Cl)c1	-6.85*	-6.33*	i
CCCCCc1c(C)nc(N2CCc3ccccc32)[nH]c1=O	.	1.63	i
Cc1cc(C)n(-c2nc(-c3ccc(Cl)cc3)cs2)n1	i	0.04	i
CC(OC(=O)c1nn(C(C)C)c(=O)c2ccccc12)C(=O)Nc1ncc(Cl)cc1Cl (stereo not given)	i	0.66	i
COc1ccc2c(c1)C1NC(=S)NC(C)(O2)C1C(=O)Nc1ccc(Cl)cc1 (stereo not given)	i	2.06	i
COc1ccc(N(C2=NCCCS2)S(=O)(=O)c2ccc(C(C)(C)C)cc2)cc1	i	0.07	i
O=C(Cc1ccc(Cl)cc1)NNc1c(F)c(F)cc(F)c1F	i	-1.27	i
CCOc1ccc(NC(=S)NC(=O)C2CCCC2)cc1	i	0.13	i
COc1ccc(C(=O)N(C)CC2CCN(CCc3cccc(C(F)(F)F)c3)CC2)cc1C	i	2.44	i
O=C(Cc1ccccc1)NNS(=O)(=O)c1ccccc1[N+](=O)[O-]	i	1.37	i
Clc1cccc(Cl)c1NC1=NCCC1	i	0.06	i
CC(=O)N(C(C)=O)c1cccc2c(N(C(C)=O)C(C)=O)cccc12	i	0.56	i
COC(=O)C1=CN(Cc2ccc(OC)cc2)C=C(C(=O)OC)C1c1cc(OC)c(OC)c(OC)c1	i	0.62	i
CC(=O)NC1=NN(C(C)=O)C(C)(c2cccnc2)S1 (stereo not given)	i	1.21	i

New compounds follow:
smiles	CHT inh	Kir21 block	KCNQ2 block
COc1cc(NC2c3ncccc3C(=O)N2Cc2ccco2)cc(OC)c1 (stereo not given)	i	-0.05	i
CC(C)COC(=O)c1nnsc1NC(=O)Nc1ccccc1	i	0.54	i
COc1ccc2cc(CCN3C(=O)c4ccccc4C3=O)c(=O)[nH]c2c1	i	-0.3	i
CC(C)Oc1ccc(C(=O)Nc2ccc(Cl)c(S(=O)(=O)Nc3ccc(Cl)cc3)c2)cc1	i	-0.98	i
OCC1(CCc2ccccc2)CCN(C/C=C/c2ccccc2)CC1	i	0.66	i
Cc1ccc(NC2=NCC(=O)N2Cc2ccc3c(c2)OCO3)c(C)c1	i	2.34	i
COc1ccc(-c2sc(C(=O)c3ccc(Cl)cc3Cl)cc2CC(=O)O)cc1	i	0.38	i
Cc1cccc(NC(=O)c2cnc3sccn3c2=O)n1	i	-3.17	i
COc1cc(CO)c(OC)c([N+](=O)[O-])c1	i	0.69	i
CCOC(=O)Cn1c(=O)oc2cc(S(=O)(=O)N3CCC(N4CCCCC4)CC3)ccc21	i	0.01	i
Clc1ccc(C2=NCCN2)cc1	i	1.36	i
O=C(NC(N1CCCC1)C(Cl)(Cl)Cl)c1ccccc1 (stereo not given)	i	1.23	i
O=C(Nc1nnc(C2=COCCO2)o1)c1ccc([N+](=O)[O-])s1	i	1.11	i
Cc1ccc(C(=O)Nc2cc(C(F)(F)F)ccc2N2CCCCC2)cc1[N+](=O)[O-]	i	-0.48	-7.16*
COc1ccc(CCC(=O)Nc2ccc(S(=O)(=O)N3CCOCC3)cc2)cc1	i	1	i
CCn1nc(NC(=O)Cc2ccc(OC)cc2)c2cc3cc(C)ccc3nc21	i	-0.85	i
COc1ccc2c(c1)c(C(=O)N/N=C/c1ccccc1Cl)c(C)n2C	i	0.25	i
O=C(C[n+]1cc(-c2ccc(F)cc2)n2c1CCC2)Nc1nc(-c2ccccc2)cs1	i	-0.69	i
CN1CCN(c2ccc(NC(=O)Cc3ccccc3)cc2)CC1	i	-1.45	i
Cc1cc(/C=C2/NC(=O)NC2=O)c(C)n1-c1ccccn1	i	0.64	i
CC(C)(C)NC(=O)CN1C(=O)NC(c2ccccc2)(c2ccccc2)C1=O	i	0.45	i
COC(=O)c1cccc(Oc2nc3c(c(=O)n(C)c(=O)n3C)n2Cc2ccc(C)cc2)c1	i	-0.01	i
CC(=O)c1ccc2c(c1)Nc1ccccc1S2	i	-0.04	i
CCOC(=O)c1c(C)oc2ccc(OC(=O)c3cccs3)cc12	i	-0.19	i
COc1ccc(OC)c2c(=O)cc(C(=O)O)[nH]c12	i	-0.05	i
CCCCCCCN=C(C)c1ccccc1O	i	0.3	i
O=C(Nc1ccccc1F)NC1CCCc2ccccc21 (stereo not given)	i	-0.92	i
Cc1ccc(Cn2c(=O)oc3ccccc32)cc1	i	0.11	i
COC(=O)C1CCN(Cc2ccc(C)cc2)CC1	i	-3.87	i
O=C(N/N=C/c1cccc([N+](=O)[O-])c1)C1CC1c1ccccc1 (stereo not given)	i	-0.66	i

Single records, as listed above.
Listed for `O=C(Nc1nnc(C2=COCCO2)o1)c1ccc([N+](=O)[O-])s1` : CHT inh = i; Kir21 block = 1.11; KCNQ2 block = i
Listed for `CCCNC(=O)c1ccc(N2CCC3(CC2)CC(c2ccccc2)=NO3)c(NC(=O)c2ccco2)c1` : CHT inh = i; Kir21 block = 0.54; KCNQ2 block = i

Continuation.
smiles	CHT inh	Kir21 block	KCNQ2 block
O=C(Nc1ccc(F)cc1F)c1ccco1	i	-0.31	i
Cc1ccc(-n2c(C)cc(=O)cc2C)c(C)c1	-5*	1.41	i
OCC1(CCc2ccccc2)CCCN(CCCC(F)(F)F)C1 (stereo not given)	i	0.01	i
Cc1ccc(C(=O)Nc2cccc(C(=O)N/N=C/c3ccc(O)cc3)c2)cc1	i	-0.73	i
CC(O)c1nc2ccccc2n1CCCOc1ccccc1 (stereo not given)	i	-0.27	i
Fc1ccc(N=Cc2ccc[nH]2)cc1	i	0.55	i
Cc1cccc(/C=N\NC(=O)c2ccc(Cl)cc2)c1O	i	1.36	i
O=C(O)C(NC(=O)C1CCCN1C(=O)OCc1ccccc1)c1ccccc1 (stereo not given)	i	-0.18	i
Cn1c(=O)c2c(nc(NC3CCCCC3)n2CC(=O)C23CC4CC(CC(C4)C2)C3)n(C)c1=O	i	1.04	i
Cc1cc(=O)n2nc(N3CCC(C(=O)Nc4c(F)c(F)c(F)c(F)c4F)CC3)sc2n1	i	-1.13	i
Cc1ccc(NC(=O)C(OC(=O)c2ccc(F)cc2)c2ccccc2)cc1Cl (stereo not given)	i	-1.27	i
COc1ccc(C2CC(c3cccc(OC)c3)n3nc(N)nc3N2)cc1 (stereo not given)	i	0	i
COc1ccc(S(=O)(=O)N(CC(=O)NCc2cccnc2)c2ccc(C)cc2)cc1OC	i	-2.4	i
CCCN1C(=O)N(c2cccc(C)c2)C(C)(O)CC1(C)C (stereo not given)	i	0.14	i
FC(F)(F)c1ccccc1-n1c(CN2CCCCC2)n[nH]c1=S	i	-0.23	i
COc1ccc(/C=N/NC(=O)c2ccc(Br)cc2)cc1Cn1cc(Cl)cn1	i	1.07	i
C/C(=N/NC(=O)CNC(=O)c1cccnc1)c1ccc([N+](=O)[O-])cc1	i	3.53	i
COc1ccc(NC(=O)CC(c2ccccc2)c2ccco2)cc1 (stereo not given)	i	0.67	i
CCN(CC)C(=O)CC(c1ccccc1)c1ccco1 (stereo not given)	i	-1.65	i
COc1ccc(C(=O)Nc2ccc(C(=O)N3CCCC3)cc2)cc1[N+](=O)[O-]	i	-3.35	i
CN(c1cccc(NC(=O)c2ccccc2N(C)S(C)(=O)=O)c1)S(C)(=O)=O	i	0.09	i
C#CCn1cc(/C=N/NC(=O)COc2cccc3cccnc23)c2ccccc21	i	-0.02	i
COc1ccccc1N1CCN(C(=O)C2CCN(S(=O)(=O)c3ccc4c(c3)CC(C)N4C(C)=O)CC2)CC1 (stereo not given)	i	-1.52	i
CC(C)[C@H](NS(=O)(=O)c1ccccc1)C(=O)OCC(=O)Nc1ccc2c(c1)OCO2	i	-0.51	i

KCNQ2 block: what is marked active above
smiles	CHT inh	Kir21 block	KCNQ2 block
Cc1ccc(C(=O)Nc2cc(C(F)(F)F)ccc2N2CCCCC2)cc1[N+](=O)[O-]	i	-0.48	-7.16*
